RAD52 inh: blocks human RAD52 DNA annealing. recombinant RAD52 DNA annealing, FRET fluorescence. P43351. inhibition, % at 18.7 µM. 360,000 compounds, 0.46% hits. AID 651710;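 active = every replicate showing at least 50% inhibition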
ERAP1 HTS inh: inhibitors of human ERAP1 aminopeptidase. recombinant ERAP1, Leu-AMC fluorescence, 60 min. Q9NZ08. 340,000 compounds, 0.15% hits. inhibition, % at 10.7 µM;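 active = mean replicate inhibition of at least 30%, or all replicates individually reaching that 30% level; inactive = mean below 30% and not every replicate reaching it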;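 note: 0% = neutral control wells and 100% = L-leucinethiol positive control wells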
Target sequence (Q9NZ08 whole entry, looked up): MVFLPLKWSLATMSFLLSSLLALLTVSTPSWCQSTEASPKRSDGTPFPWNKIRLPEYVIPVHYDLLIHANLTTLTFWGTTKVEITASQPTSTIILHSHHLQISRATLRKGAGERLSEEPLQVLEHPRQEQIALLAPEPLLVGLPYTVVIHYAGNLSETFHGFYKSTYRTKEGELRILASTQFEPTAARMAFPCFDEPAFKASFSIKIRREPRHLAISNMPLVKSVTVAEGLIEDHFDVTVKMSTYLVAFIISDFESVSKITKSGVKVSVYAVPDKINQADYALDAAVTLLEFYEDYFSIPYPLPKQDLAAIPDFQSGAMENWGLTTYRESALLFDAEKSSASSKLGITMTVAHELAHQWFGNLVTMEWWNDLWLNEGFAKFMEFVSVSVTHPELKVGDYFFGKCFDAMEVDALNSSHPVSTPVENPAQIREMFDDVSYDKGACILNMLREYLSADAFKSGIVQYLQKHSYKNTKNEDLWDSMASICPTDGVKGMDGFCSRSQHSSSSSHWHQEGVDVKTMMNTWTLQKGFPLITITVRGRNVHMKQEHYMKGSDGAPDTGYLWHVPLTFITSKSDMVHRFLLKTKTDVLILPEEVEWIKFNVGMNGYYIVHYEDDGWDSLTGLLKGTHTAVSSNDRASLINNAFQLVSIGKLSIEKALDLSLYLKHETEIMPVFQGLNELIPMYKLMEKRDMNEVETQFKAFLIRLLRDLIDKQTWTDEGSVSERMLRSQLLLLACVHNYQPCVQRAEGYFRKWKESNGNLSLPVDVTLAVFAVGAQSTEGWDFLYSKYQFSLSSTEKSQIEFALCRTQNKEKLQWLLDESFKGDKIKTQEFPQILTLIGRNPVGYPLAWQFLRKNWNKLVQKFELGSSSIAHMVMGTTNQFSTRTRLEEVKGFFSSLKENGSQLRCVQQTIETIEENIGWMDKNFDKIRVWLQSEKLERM
E-sel inducer: induces E-selectin expression in human endothelial cells. P16581. HUVEC E-selectin immunofluorescence imaging; normalized: neutral wells 0, TNF-alpha wells 100. activation, % at 7.58 µM. 260,000 compounds, 0.37% hits. AID 686992;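 active = mean E-selectin-positive cell signal at least 10% of the positive control, reached in at least 60% of replicates, without over 20% cell loss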;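 note: in these data hits start at about 27%; measured in HUVEC primary endothelial cells; signal is the percent of cells scored E-selectin positive by PE staining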
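System: HUVEC / Compound: single concentration / Signal: immunofluorescence imaging / Read-out: percent E-selectin-positive cells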
The depositor's hits bear a star. The list is partial, so the mix of outcomes need not match the whole.

smiles	RAD52 inh	ERAP1 HTS inh	E-sel inducer
Cc1c(C)[n+](=O)c2c(n1[O-])C(Br)CCC2Br (stereo not drawn)	-7	10	10
CC(NS(=O)(=O)c1ccc2c(c1)C(=O)c1cc(S(=O)(=O)NC(C)C(=O)O)ccc1-2)C(=O)O (stereo not drawn)	-11	0	0.1
O=C(C[C@@H]1C=C[C@@H](NC(=O)C2CCOCC2)[C@H](CO)O1)Nc1nccs1	5	3	-0.1
O=c1[nH]cnc2c1c(-c1ccccc1)cn2-c1ccc(Br)cc1	6	1	0.4
COc1ccc(CCNC(=O)c2ccc(-c3ccc([N+](=O)[O-])cc3Cl)o2)cc1OC	-4	-1	-0.2
O=C(NNc1ccnc2cc(Cl)ccc12)C1CCCCC1	-13	-9	0.0
CC(=O)NC1=NN(C(C)=O)C(c2cccc([N+](=O)[O-])c2)S1 (stereo not drawn)	-6	10	-5.6
CCOC(=O)c1cnc2ncnn2c1N	-11	-2	-0.8
CCCOc1ccc(CCC(=O)O)cc1	-16	4	1.7
NC(=O)Cc1nc(-c2ccc(Br)cc2)cs1	-5	4	-0.1
O=C1N/C(=C/c2cccs2)C(=O)N1Cc1ccccc1F	-8	0	1.9
O=c1[nH][nH]c2c1C(c1cccc(C(F)(F)F)c1)OC(CCc1ccccc1)C2 (stereo not drawn)	1	-3	-0.1
COc1cc(NC(=S)N2CCCCC2C)cc(OC)c1OC (stereo not drawn)	-8	4	0.3
Cc1ccc(OCc2nnc(SC3CCc4ccccc4C3=O)n2C)cc1 (stereo not drawn)	-6	0	1.6
O=[N+]([O-])/C(C(Cl)=C(Cl)Cl)=C(\Sc1ccccc1)N1CCCCC1	-6	-3	-0.2
O=C(COC(=O)/C=C/c1cccc(Cl)c1)Nc1ccc2[nH]c(=O)[nH]c2c1	-12	7	1.2
NC(C(=O)O)C1ON=C(Cl)C1O (stereo not drawn)	-18	-2	-0.3
O=c1[nH]c(-c2ccccc2F)nc2c1sc(=S)n2Cc1ccccc1	-5	-7	0.2
COc1cccc(CN(C)C(=O)c2cccc(S(=O)(=O)NCc3ccccc3)c2)c1OC	-2	-3	4.1
COc1ccc(-c2ccc3c(n2)CCCN3S(=O)(=O)c2ccccc2C)cc1	-12	-2	0.2
FC(F)C(F)(F)c1cc(-c2ccccc2)n[nH]1	7	0	0.0
O=C(CSc1cccc[n+]1[O-])Nc1ccc(N2CCOCC2)cc1	-1	-2	6.6
CCOc1ccc(C(C)NC(=O)Cc2ccccc2F)cc1OCC (stereo not drawn)	-5	-2	-0.4
CCN(C(=O)Cn1nc(C)c([N+](=O)[O-])c1C)c1c(N)n(Cc2ccccc2)c(=O)[nH]c1=O	-12	2	-0.5
COC(=O)COc1ccc(S(=O)(=O)N2CCCCC2)cc1[N+](=O)[O-]	-1	-8	-0.4
CCOC(=O)c1c(C)[nH]c(C(=O)NNC(=O)c2ccc(C(C)(C)C)cc2)c1C	2	-1	-0.1
CCC(=O)NC[C@@H]1[C@@H](c2ccc(-c3ccc(F)cc3)cc2)[C@@H](CO)N1C(=O)CC	-10	0	-0.2
CCN1CCN(c2ccc(S(=O)(=O)N3CCCCC3)cc2NC(=O)c2ccc(F)cc2)CC1	3	6	0.1
CCN(CC)c1ccc(/C=N/NC(=O)c2cccc(S(=O)(=O)Nc3ccccc3OC)c2)c(O)c1	-39	2	-0.1
COc1cc(OC)cc(OC(=O)C2CCN(C(=O)c3ccc(F)cc3)CC2)c1	-15	3	-0.1
COc1ccc(NC(=O)Cn2nnc3sc4c(c3c2=O)CC(C)(C)OC4)cc1	-24	-2	-0.1
N#C/C(=C\c1ccc(Cl)cc1)c1nc(-c2ccco2)cs1	-14	3	11
CC1(C)N=C(N)N=C(N)N1c1ccc(OCC(=O)Nc2ccccc2)c(Cl)c1	-4	0	0.2
Clc1cccc(CN2CCN(c3ncc(Cc4ccccc4)cn3)CC2)c1Cl	-7	4	-0.5
CC1CCc2sc(C(=O)NCC3CCCO3)cc2C1 (stereo not drawn)	-6	1	0.0
COc1ccc(CN(CC(=O)NC2CCCCC2)C(=O)CCCC(=O)Nc2ccccn2)cc1	-10	-1	-0.5
Cc1ccc(NC(=O)CSc2nnc(CNC(=O)c3ccco3)n2C)cc1C	-5	-4	0.2
Cc1ccc(S(=O)(=O)Nc2cnc3ccccc3c2)cc1	-12	7	-0.3
COc1ccccc1C(=O)NCCC(=O)NCC(c1ccc(F)cc1)N1CCOCC1 (stereo not drawn)	1	0	-0.1
CCn1c(CNc2cccc(C(F)(F)F)c2)n[nH]c1=S	-2	0	-0.2
Cc1ccc(C(=O)NCCc2cccc(Cl)c2)cc1[N+](=O)[O-]	-1	1	0.0
COc1ccc(Cl)cc1NC(=O)CN(C)CC(=O)Nc1ccccc1N1CCOCC1	-43	0	1.7
CC(=O)Nc1cccc2cc(S(=O)(=O)O)ccc12	-8	-3	0.5
CCC(C)[C@H]1CNC(=O)C(=O)N1CCc1cccc(F)c1 (stereo partly drawn)	-2	-1	-0.2
Cc1cc(C)n2cc(CSc3ccc(Br)cc3)nc2n1	-3	-4	-0.1
Cc1cccc(OCc2n[nH]c(=S)n2Cc2ccccc2)c1	-5	0	12
COc1ccccc1-c1ccc([C@H]2[C@@H](CO)N(C(C)=O)[C@@H]2CN(C)C(C)=O)cc1	-21	1	0.3
O=C(COc1cccc(Cl)c1)NNC(=S)Nc1ccccc1	9	-1	2.1
COc1ccc2c3c(n(C)c2c1)[C@@H](CO)N(C(=O)Cc1ccccc1)CC31CN(C(=O)Cc2ccccc2)C1	-50	-4	-0.2
Cc1ccc(S(=O)(=O)N2CCC(C(=O)C3C(=O)CC(C)(C)CC3=O)CC2)cc1	-3	-1	0.0

16 successive records from above, for reference:
smiles	RAD52 inh	ERAP1 HTS inh	E-sel inducer
CC1CCc2sc(C(=O)NCC3CCCO3)cc2C1 (stereo not drawn)	-6	1	0.0
COc1ccc(CN(CC(=O)NC2CCCCC2)C(=O)CCCC(=O)Nc2ccccn2)cc1	-10	-1	-0.5
Cc1ccc(NC(=O)CSc2nnc(CNC(=O)c3ccco3)n2C)cc1C	-5	-4	0.2
Cc1ccc(S(=O)(=O)Nc2cnc3ccccc3c2)cc1	-12	7	-0.3
COc1ccccc1C(=O)NCCC(=O)NCC(c1ccc(F)cc1)N1CCOCC1 (stereo not drawn)	1	0	-0.1
CCn1c(CNc2cccc(C(F)(F)F)c2)n[nH]c1=S	-2	0	-0.2
Cc1ccc(C(=O)NCCc2cccc(Cl)c2)cc1[N+](=O)[O-]	-1	1	0.0
COc1ccc(Cl)cc1NC(=O)CN(C)CC(=O)Nc1ccccc1N1CCOCC1	-43	0	1.7
CC(=O)Nc1cccc2cc(S(=O)(=O)O)ccc12	-8	-3	0.5
CCC(C)[C@H]1CNC(=O)C(=O)N1CCc1cccc(F)c1 (stereo partly drawn)	-2	-1	-0.2
Cc1cc(C)n2cc(CSc3ccc(Br)cc3)nc2n1	-3	-4	-0.1
Cc1cccc(OCc2n[nH]c(=S)n2Cc2ccccc2)c1	-5	0	12
COc1ccccc1-c1ccc([C@H]2[C@@H](CO)N(C(C)=O)[C@@H]2CN(C)C(C)=O)cc1	-21	1	0.3
O=C(COc1cccc(Cl)c1)NNC(=S)Nc1ccccc1	9	-1	2.1
COc1ccc2c3c(n(C)c2c1)[C@@H](CO)N(C(=O)Cc1ccccc1)CC31CN(C(=O)Cc2ccccc2)C1	-50	-4	-0.2
Cc1ccc(S(=O)(=O)N2CCC(C(=O)C3C(=O)CC(C)(C)CC3=O)CC2)cc1	-3	-1	0.0

New compounds follow:
smiles	RAD52 inh	ERAP1 HTS inh	E-sel inducer
COC(=O)c1sc2nc(SCc3cccc(Cl)c3)n(N)c(=O)c2c1C	-18	-4	0.5
COc1ccc(OC)c(CC(NC(C)=O)C(=O)NC2CCN(c3cc(C)nc4ncnn34)CC2)c1 (stereo not drawn)	-6	30	0.2
N#C/C(=C(/O)c1ccccc1F)c1nc2cc(C(F)(F)F)ccc2s1	-59	6	0.5
O=C1NC[C@H](c2ccccc2)N(CCCCC2CCCCC2)C1=O	2	4	0.1
COC(=O)c1cc(Cl)c(NC(=O)C(C)C)cc1OC	-11	7	-0.1
O=C(c1ccc(C(F)(F)F)cc1)n1ccc(-c2cccs2)n1	-9	-2	1.7
OC1(C#Cc2c(-c3ccsc3)sc3ccccc23)CCCCC1	-3	2	0.2
O=C(Cc1c(Cl)cccc1Cl)OCC(=O)N1CCN(C(=O)c2ccco2)CC1	-11	11	2.3
O=C1CCCC/C1=C/Nc1cccc(C(F)(F)F)c1	-13	5	-1.8
Cc1ccc(F)cc1NC(=O)c1cnccn1	-2	5	2.7
CCS(=O)(=O)N1CC(=O)N2[C@H](CO)[C@@H](c3ccc(C#CC4CCCC4)cc3)[C@H]2C1	-15	1	0.0
Cc1cc2c(cc1C)-c1nnnn1C(N1CCCCC1)C(=O)N2 (stereo not drawn)	-4	0	0.5
N/C(=N\c1nc(CSc2nnnn2-c2ccccc2)cc(=O)[nH]1)Nc1ccccc1	-14	4	0.1
N#Cc1ccc(-c2ccc3c(c2)[C@@H]2[C@@H](CCN2C(=O)C2CCCC2)[C@H](CO)N3)cc1	-6	-4	0.4
c1ccc(OC2CCCCC2N2CCOCC2)cc1 (stereo not drawn)	-15	-4	-0.1
COC(=O)C1=C(C)N(Cc2ccc(C(F)(F)F)cc2)C(=NCc2ccc(OC)cc2)NC1c1ccccc1 (stereo not drawn)	-13	1	-0.2
CN1CCN(S(=O)(=O)c2ccc(N3CCN(c4ccc(O)cc4)CC3)c([N+](=O)[O-])c2)CC1	-10	1	4.8
COc1ccc2c3c([nH]c2c1)[C@@H](CO)N(CC1CC1)CC31CN(C(=O)C2CCOCC2)C1	-24	-1	-0.3
COCCN1Cc2cc(C(=O)OC)c3c(c2C1=O)c1cc(OC)ccc1n3S(=O)(=O)c1ccc(C)cc1	-28	-2	0.7
CC1(NC(=O)NCc2ccco2)CCS(=O)(=O)C1 (stereo not drawn)	-8	4	1.3
COc1ccc(C(=O)ON=C2CCN(C)CC2)cc1	-4	0	0.2
Cc1cc(N/N=C/c2ccc([N+](=O)[O-])o2)nc2ccccc12	-16	-1	0.8
Nc1[nH]c(C(=O)c2ccccc2)c(-c2ccccc2C(F)(F)F)c1C(=O)NCCc1c[nH]c2ccccc12	7	-1	0.0
COCCN1CCCc2nc(-c3ccc(F)cc3)ccc21	-12	2	0.1
COc1ccc2nc(N/C(=N/S(=O)(=O)c3cccs3)c3ccccc3Cl)sc2c1	-16	3	0.3
CCCCCc1c(-c2ccccc2OC)ncn1CCc1ccccc1OC	3	17	0.0
O=C(Nc1cccc(S(=O)(=O)N2CCOCC2)c1)C1CCCCN1S(=O)(=O)c1ccccc1 (stereo not drawn)	-4	0	1.4
O=C(Nc1ccc(N2CCCC2)c(Cl)c1)c1cccc(-c2cc3ccccc3oc2=O)c1	-3	1	-2.2
CC(C)OC1=CC(=O)OC(c2cccc(Cl)c2)C1 (stereo not drawn)	-10	2	0.1
CC(C)N1C(=O)NC2NC(=O)N(C(C)C)C21 (stereo not drawn)	-5	9	-0.2
Cc1ccc(NC(=O)CSCC(=O)NCc2ccco2)cc1	-7	2	1.2
COc1ccc(-c2csc(NC(=O)c3ccccc3F)c2C(=O)O)cc1	-9	7	-0.2
COCc1cc(N2CCN(C(=O)OC(C)(C)C)C[C@H]2C)ccc1N1CC[C@@H](O)C1	-10	0	2.0
CN(C)CCN1C(=O)C(=O)/C(=C(/O)c2ccc3c(c2)OCCO3)C1c1ccccn1 (stereo not drawn)	-6	1	0.0
CC(=O)c1ccc(Oc2ncnc3sccc23)cc1	-6	1	5.1
Clc1nssc1=Nc1ccc(Br)cc1	-16	-1	4.8
COc1cccc(NC(=S)N(CCc2ccc(OC)c(OC)c2)Cc2ccccn2)c1	-20	0	0.1
OCC(O)/C=N/Nc1nc2ccccc2s1 (stereo not drawn)	-7	5	0.1
CC(=O)Nc1ccc(S(=O)(=O)NCC2CCN(C(=O)C(=O)c3cc4ccccc4o3)CC2)cc1	-33	1	0.4
Cc1ccc2nc(-c3cccc(Cl)c3)c(Cc3ccccc3)n2c1	-119	0	0.0
CCC(c1nnnn1-c1c(C)cccc1C)N1CCN(c2ccccn2)CC1 (stereo not drawn)	-9	2	-0.6
O=C(NCc1ccco1)c1ccc(C(=O)NCc2ccco2)cc1	-24	1	6.4
O=C(Cc1cccc2c(=O)cc(-c3ccccc3)oc12)OCCN1CCOCC1	6	5	-0.1
O=C(CSc1ncn[nH]1)N1CCOCC1	5	-2	-0.7
COc1ccc2c3c(n(C)c2c1)[C@H](CO)NCC31CN(CC2CC2)C1	62*	-2	1.3
CCOC(=O)c1ccc(N2C(=O)C3C(/C=C/c4ccccc4)OC4(C(=O)c5ccccc5C4=O)C3C2=O)cc1 (stereo not drawn)	-16	-4	-1.1

Bioassay records (PubChem)
